12-LOX inh = ALOX12 (human) lipoxygenase inhibition | P18054 | Potency, µM (doses to about 108 µM), inactives show at the highest dose activity change, negative = inhibition, hits mostly inhibitors | purified 12hLO, xylenol orange hydroperoxide absorbance | actives 1.1% (n = 580,000)
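Hydroperoxide product was detected by ferrous iron/xylenol orange as the 573 to 405 nm absorbance ratio. Arachidonic acid at 40 uM (final) was turned over for 30 min at room temperature by 150 nM human 12hLO, pH 7.0 Hepes buffer, after 15 min compound preincubation.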
GLS inh = inhibitors of human glutaminase (GLS); actives 0.21% (n = 410,000); Potency, µM (titrated, usually from 45.5 µM), without a hit: top-dose activity change, negative = inhibition, actives largely listed as inhibitors; O94925; GLS enzymatic activity, qHTS titration
Target sequence (O94925 whole entry, looked up): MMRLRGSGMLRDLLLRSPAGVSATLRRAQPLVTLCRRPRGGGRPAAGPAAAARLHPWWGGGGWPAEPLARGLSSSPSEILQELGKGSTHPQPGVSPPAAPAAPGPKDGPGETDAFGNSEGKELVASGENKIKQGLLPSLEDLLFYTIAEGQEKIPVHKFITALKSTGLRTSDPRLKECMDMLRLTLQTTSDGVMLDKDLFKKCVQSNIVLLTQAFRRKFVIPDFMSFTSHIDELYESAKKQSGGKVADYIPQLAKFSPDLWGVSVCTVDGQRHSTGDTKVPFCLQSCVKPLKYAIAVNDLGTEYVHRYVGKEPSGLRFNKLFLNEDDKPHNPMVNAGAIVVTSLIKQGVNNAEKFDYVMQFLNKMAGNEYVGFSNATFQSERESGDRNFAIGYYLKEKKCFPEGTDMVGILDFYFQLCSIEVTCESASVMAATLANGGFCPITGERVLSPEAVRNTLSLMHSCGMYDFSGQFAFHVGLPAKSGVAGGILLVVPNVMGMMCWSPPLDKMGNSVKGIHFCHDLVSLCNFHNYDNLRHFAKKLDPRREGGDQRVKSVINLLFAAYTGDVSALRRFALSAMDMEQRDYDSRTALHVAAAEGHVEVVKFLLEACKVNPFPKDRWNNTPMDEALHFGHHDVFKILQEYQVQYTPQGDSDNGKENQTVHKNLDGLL
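Two-point fluorescence kinetic (t0, 30 min RT) for hKGA; glutamate detected via glutamate oxidase–HRP–Amplex Red. Substrate: 1 mM L-glutamine solution; buffer 45 mM KH2PO4, pH 8.2.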
Numbers without * were called inactive; ? = inconclusive; [ ] = another dose, or the depositor's remark. Calls follow the shape of the dose curve; as a rule, active = well fitted inhibition curve with a large enough effect; inconclusive = small, poorly fitted or top-dose-only effect, or another doubt; inactive = no such curve, though single readings can be large or run the other way. % is scaled to controls: 0 for no effect and ±100 for the full control effect; potency is read from the fitted curve at half-maximal effect. Not all compounds are listed. The share of hits here may be higher or lower than overall.

Values run as follows: 12-LOX inh | GLS inh
[1] COc1cc(CN2C[C@@H](CO)O[C@@H](n3cnc4c(NCC(C)C)ncnc43)C2)cc(OC)c1OC
  -16% | 1%
[2] O=C(Nc1ccc(C(=O)N2CCN(c3ccncc3)CC2)cc1)c1ccc(Br)o1
  -11% | -10%
[3] C[C@@H]1CN([C@H](C)CO)C(=O)CCCn2cc(nn2)CO[C@H]1CN(C)C(=O)Nc1ccc(C(C)(C)C)cc1
  -3% | 9%
[4] Fc1cccc(Cc2c(-c3ccc(Cl)cc3)nc3c(Cl)cc(C(F)(F)F)cn23)c1
  -27% | -2%
[5] CCc1ccc(C(O)c2ncc(-c3ccc4ccccc4c3)[nH]2)cc1 (stereo not drawn)
  -12% | 2%
[6] CN(C)c1ccc(CC(=O)N2CCCCC2c2cc(C(=O)Nc3ccccc3Cl)no2)cc1 (stereo not drawn)
  ? | 25%
[7] CSCC[C@@H](CO)NC(=O)[C@H]1O[C@@H](n2ccc(=O)[nH]c2=O)[C@H](O)[C@@H]1O
  0% | -2%
[8] COCC(=O)N1CCCC(C)(C(=O)Nc2cccc(Oc3ccccc3)c2)C1 (stereo not drawn)
  2% | 2%
[9] CCN(C)C(=O)Oc1cccc([C@H](C)N(C)C)c1
  19%[57.4 µM] | 8%
[10] CNc1ccc2ncc(-c3ccccc3C(C)=O)n2n1
  ? | 5%
[11] CN1CCC(NC(=O)C2(C)CCN2Cc2ccc3ccccc3c2)CC1 (stereo not drawn)
  -22% | 0%
[12] O=C1NC[C@H](Cc2ccccc2)N(C[C@@H]2CCCN2C[C@H](Cc2ccc(O)cc2)N2C[C@H](Cc3ccccc3)N(CCc3ccccc3)C(=O)C2=O)C1=O
  ? | 21%
[13] CCCN(CCC)Cc1cc(=O)oc2cc(C)ccc12
  ? | 11%
[14] S=C(NCCc1ccccc1)N1CCC2CC1c1cc(-c3ccc4c(c3)OCO4)ccc12 (stereo not drawn)
  28µM* | -7%
[15] Cc1noc(C)c1C(=O)N1CCC1(C)C(=O)NS(=O)(=O)c1cccc(OC(F)F)c1 (stereo not drawn)
  ? | 6%
[16] COc1cccc(C(O)c2ncc(-c3ccc(Cl)cc3)[nH]2)c1 (stereo not drawn)
  -5% | 6%
[17] CCC(=O)N1CCCC(C)(C(=O)Nc2nccc3cccnc23)C1 (stereo not drawn)
  ? | -3%
[18] CN1OC[C@@H]2CN(Cc3ccccc3)[C@H](c3ccc(-n4ccnc4)cc3)C[C@@H]21
  -18% | 24%
[19] CN1CCN(C(=O)C2=NOC3(C2)C(=O)Nc2ccccc23)CC1 (stereo not drawn)
  -1% | -22%
[20] Cc1ccc(S(=O)(=O)N2C[C@@]3(O)Cn4c(=O)ccc(=O)n4C[C@@]3(OC(=O)NCC3CCCCC3)C2)cc1
  -13% | ?

Three records picked at random from the list so far:
Values run as follows: 12-LOX inh | GLS inh
[17] CCC(=O)N1CCCC(C)(C(=O)Nc2nccc3cccnc23)C1 (stereo not drawn)
  ? | -3%
[4] Fc1cccc(Cc2c(-c3ccc(Cl)cc3)nc3c(Cl)cc(C(F)(F)F)cn23)c1
  -27% | -2%
[2] O=C(Nc1ccc(C(=O)N2CCN(c3ccncc3)CC2)cc1)c1ccc(Br)o1
  -11% | -10%

New compounds follow.
Values run as follows: 12-LOX inh | GLS inh
[21] COC(=O)c1ccc(N2C(c3cc(OC)cc(OC)c3)=Cc3ccc(OC)cc3C2CC(=O)c2ccco2)cc1 (stereo not drawn)
  0% | 14%
[22] CC1(C(=O)NS(=O)(=O)c2ccccc2Cl)CCN1C(=O)Cc1cccs1 (stereo not drawn)
  -7% | 2%
[23] Cc1ccc2nc(-c3cccc(Br)c3)c(Cc3ccccn3)n2c1
  -5% | 0%
[24] OCc1cccc(-c2csc(C(O)(c3ccccc3)C(F)(F)F)n2)c1 (stereo not drawn)
  ? | -8%
[25] CCOC(=O)C1=CCN(S(=O)(=O)c2ccc(F)cc2)C1c1ccc(Br)cc1 (stereo not drawn)
  5% | 0%
[26] COc1cccc(CN(C)C(=O)CC[C@H]2O[C@@H](n3cnc4c(NC(=O)c5ccccc5)ncnc43)[C@H](O)[C@@H]2O)c1
  -11% | -13%
[27] O=S1(=O)CC(N2CC=CC2)CN1Cc1cn(Cc2ccc(F)cc2)nn1 (stereo not drawn)
  ? | 2%
[28] Cn1nc(C(C)(C)C)cc1N1C(=O)CCC1(C)C(=O)Nc1ccc2c(c1)OCCO2 (stereo not drawn)
  -8% | 2%
[29] c1ccc(COc2cccc(-c3cc4nc(NCCN5CCOCC5)ccn4n3)c2)cc1
  -24% | -2%
[30] OC(c1cccc(CN2CCCCC2)c1)c1ncc(-c2ccccc2Cl)[nH]1 (stereo not drawn)
  -1% | 0%
[31] CCOC(=O)C1CCCN(C(=O)Cc2ccc(OC)c(OC)c2)CC1 (stereo not drawn)
  -21% | -10%
[32] O=CNc1cc(-c2ccoc2)cn2c(-c3ccc(F)cc3)cnc12
  ? | -24%
[33] O=S1(=O)N[C@H](Cc2ccccc2)COc2cc(N3CCN(Cc4ccccc4F)CC3)ccc21
  -1% | -12%
[34] CC1(C(=O)NS(=O)(=O)c2cccc(Cl)c2)CCN1C(=O)Cc1ccccc1 (stereo not drawn)
  ? | 2%
[35] CCOC(=O)C1=CCN(S(=O)(=O)c2cccc(Cl)c2)C1c1cccc(C)c1 (stereo not drawn)
  0% | 22%
[36] C#Cc1ccc(NC(=O)C2(C)CCN2C(=O)Cc2ccc(-c3ccccc3)cc2)cc1 (stereo not drawn)
  ? | 0%
[37] OC[C@@H]1CN(Cc2ccc(F)cc2)C[C@H](n2cnc3c(NC4CC4)ncnc32)O1
  9% | 6%
[38] C[C@@H]1COc2cccc(N3CCSCC3)c2S(=O)(=O)N1
  9% | 0%
[39] COC(=O)[C@]12CCCCC=C1N(CCC1=CCCCC1)C(=O)[C@H](CC(=O)N1CCCCC1)C2
  -21% | -12%
[40] CCCCN1C(=O)C(CC(=O)NCCCCc2ccccc2)CC(C(=O)N2CCCCCC2)=C1C (stereo not drawn)
  -8% | -19%
[41] COc1ccc(-c2ccc3nccn3c2)cc1
  -15% | -2%
[42] COc1cccc(-c2cc(NC=O)c3ncc(-c4ccc(OC)c(OC)c4)n3c2)c1
  ? | 1%
[43] CSc1ccccc1-c1ccc2nccn2c1
  ? | 1%
[44] Cc1ccc2nc(-c3ccc(F)cc3)c(Cc3cccc(Cl)c3)n2c1
  -6% | -7%
[45] CC(C)N=C(N)/N=C(\N)Nc1ccc(Cl)cc1
  -7%[22.9 µM] | -16%[20 µM]
[46] Cc1cc(C)cc(C(O)c2ncc(-c3cccc(C(F)(F)F)c3)[nH]2)c1 (stereo not drawn)
  ? | 0%
[47] CC(O)(c1cccnc1)c1nc(-c2ccoc2)cs1 (stereo not drawn)
  ? | -2%
[48] Cc1cc2oc(=O)cc(CN3CCCC3)c2cc1C
  ? | 10%
[49] O=C(NC1CC1)c1[nH]c(C(F)(F)F)nc1-c1ccccc1
  ? | -7%
[50] CC(C)NC(=O)CN1CCN(C(c2ccnc3ccccc23)c2nnnn2-c2ccc3c(c2)OCCO3)CC1 (stereo not drawn)
  -4% | -8%
[51] CC(C)(C)n1nnnc1C1c2ccccc2C(=O)N1CCc1c[nH]c2ccccc12 (stereo not drawn)
  0% | 18%
[52] CC1(C(=O)NS(=O)(=O)c2ccc(F)cc2F)CCN1C(=O)CC1CCCC1 (stereo not drawn)
  -20% | 5%
[53] Nc1ncnc2c1ncn2[C@@H]1O[C@H](C(=O)N2CCN(c3ccc(Cl)cn3)CC2)[C@@H](O)[C@H]1O
  ? | 8%
[54] COc1cccc(C(O)c2nc(-c3ccc(C)c(C)c3)cs2)c1 (stereo not drawn)
  -2% | 3%
[55] CC(=O)OCC(C)n1c(=O)c2ccccc2n1C(C)=O (stereo not drawn)
  73%[activator] | -4%
[56] CCOC(=O)C1=C[C@@H](c2ccccc2)N(S(=O)(=O)c2ccc(C)cc2)[C@H]1c1cccc(Cl)c1
  12% | 19%
[57] Cc1ccc2nc(-c3cccc(Br)c3)c(CC3CCCCC3)n2c1
  ? | 14%
[58] CCC(=O)N1CCC1(C)C(=O)Nc1cc(-c2ccccc2)nn1C (stereo not drawn)
  0% | -1%
[59] CNc1cncc(-c2ccc(OC)cc2OC)n1
  -30% | 19%
[60] O=C(OC1C[C@H]2CC[C@@H](C1)[N+]21CCCC1)C(O)(c1ccccc1)c1ccccc1 (stereo partly drawn)
  -5%[57.4 µM] | 3%

6 compounds already listed, sorted by molar mass, high to low:
Values run as follows: 12-LOX inh | GLS inh
[12] O=C1NC[C@H](Cc2ccccc2)N(C[C@@H]2CCCN2C[C@H](Cc2ccc(O)cc2)N2C[C@H](Cc3ccccc3)N(CCc3ccccc3)C(=O)C2=O)C1=O
  ? | 21%
[33] O=S1(=O)N[C@H](Cc2ccccc2)COc2cc(N3CCN(Cc4ccccc4F)CC3)ccc21
  -1% | -12%
[25] CCOC(=O)C1=CCN(S(=O)(=O)c2ccc(F)cc2)C1c1ccc(Br)cc1 (stereo not drawn)
  5% | 0%
[14] S=C(NCCc1ccccc1)N1CCC2CC1c1cc(-c3ccc4c(c3)OCO4)ccc12 (stereo not drawn)
  28µM* | -7%
[27] O=S1(=O)CC(N2CC=CC2)CN1Cc1cn(Cc2ccc(F)cc2)nn1 (stereo not drawn)
  ? | 2%
[11] CN1CCC(NC(=O)C2(C)CCN2Cc2ccc3ccccc3c2)CC1 (stereo not drawn)
  -22% | 0%

7 entries from above, screen by screen:
[18] CN1OC[C@@H]2CN(Cc3ccccc3)[C@H](c3ccc(-n4ccnc4)cc3)C[C@@H]21
[19] CN1CCN(C(=O)C2=NOC3(C2)C(=O)Nc2ccccc23)CC1 (stereo not drawn)
[20] Cc1ccc(S(=O)(=O)N2C[C@@]3(O)Cn4c(=O)ccc(=O)n4C[C@@]3(OC(=O)NCC3CCCCC3)C2)cc1
[21] COC(=O)c1ccc(N2C(c3cc(OC)cc(OC)c3)=Cc3ccc(OC)cc3C2CC(=O)c2ccco2)cc1 (stereo not drawn)
[22] CC1(C(=O)NS(=O)(=O)c2ccccc2Cl)CCN1C(=O)Cc1cccs1 (stereo not drawn)
[23] Cc1ccc2nc(-c3cccc(Br)c3)c(Cc3ccccn3)n2c1
[24] OCc1cccc(-c2csc(C(O)(c3ccccc3)C(F)(F)F)n2)c1 (stereo not drawn)

assay / compound | 18 | 19 | 20 | 21 | 22 | 23 | 24
12-LOX inh | -18% | -1% | -13% | 0% | -7% | -5% | ?
GLS inh | 24% | -22% | ? | 14% | 2% | 0% | -8%

Other structures:
Values run as follows: 12-LOX inh | GLS inh
[61] COCCNC(=O)C1(C)Cc2c(-c3ccc4c(c3)OCO4)ccnc2O1 (stereo not drawn)
  3% | 3%
[62] Clc1ccc2nc(C3CCCCC3)c(Cc3ccsc3)n2c1
  ? | 2%
[63] CC(C)(C)c1ccc(C(=O)N2CCC2(C)C(=O)Nc2ccc3[nH]ncc3c2)cc1 (stereo not drawn)
  -25% | 0%
[64] CC(=O)Oc1ccccc1Cn1c(C)c(C(=O)N(C)Cc2ccc(F)cc2)sc1=O
  -11% | 1%
[65] Nc1ncnc2c1ncn2[C@@H]1O[C@H](CNC(=O)OC[C@@H](N)Cc2ccccc2)[C@@H](O)[C@H]1O
  -1% | ?
[66] Cc1noc(C)c1-c1ccc(C(=O)Nc2cccc(C(F)(F)F)c2)c2occc12
  ? | -8%
[67] Cc1ccc(-c2nc3ccc(C)cn3c2Cc2cccc(Cl)c2)cc1
  1% | -2%
[68] O=C(Nc1ccc(F)c(Cl)c1)c1csc(COCCO)n1
  2% | 1%
[69] CCC(=NNc1ccc([N+](=O)[O-])cc1[N+](=O)[O-])c1ccccc1
  9% | 1%
[70] CC(=O)NC(c1ccc(F)c(F)c1)c1nc(-c2ccc(F)c(Cl)c2)cs1 (stereo not drawn)
  -24% | 4%
[71] CC1(C(=O)NS(=O)(=O)c2cccc(C#N)c2)CCN1C(=O)c1cccc2ccccc12 (stereo not drawn)
  3% | 7%
[72] Cc1ccc(S(=O)(=O)NC(=O)C2(C)CCN2C(=O)C2(c3ccc(Cl)cc3)CCC2)nc1 (stereo not drawn)
  -7% | 3%
[73] CCOC(=O)C1(C)CCCN1C(=O)c1ccc(C(=O)OC)cc1 (stereo not drawn)
  -7% | -1%
[74] N#Cc1ccc(Nc2nc(-c3ccccc3)c(C(=O)c3ccccc3)s2)cc1
  ? | 7%
[75] COCCNc1nc(NCc2cccc(OC)c2)c2sccc2n1
  ? | -2%
[76] CCc1nc2c(OCc3ccc(C(=O)N(C)C)cc3)cccn2c1N(C)C(=O)Nc1ccccc1OC
  -26% | 4%
[77] Cc1c(C(=O)NCc2ccc(Cl)c(Cl)c2)sc(=O)n1Cc1cccc(F)c1
  -11% | -4%
[78] CC(O)(c1cccc(F)c1)c1nc(-c2cnc3ccccc3c2)cs1 (stereo not drawn)
  -20% | 6%
[79] COCCCN1C(=O)C(CC(=O)NC(c2ccccc2)c2ccccc2)CC(C(=O)N2CCCCCC2)=C1C (stereo not drawn)
  -6% | -10%
[80] Nc1ncnc2c1ccn2[C@H]1CN(Cc2ccc(Cl)cc2)C[C@@H](CO)O1
  ? | -1%
[81] Cc1ccc(-c2nc3c(Cl)cc(C(F)(F)F)cn3c2Cc2ccccc2)cc1
  ? | -2%

Screening results: PubChem BioAssay, National Center for Advancing Translational Sciences (NCATS)
